Source: PubChem (The Scripps Research Institute Molecular Screening Center)
PAFAH2 FP inh: PAFAH2 (human) inhibition | Q99487 | recombinant PAFAH2, FP-rhodamine activity probe, fluorescence polarization | inhibition, % at 3.39 µM | 340,000 compounds, 0.99% hits | AID 492956;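 active means inhibition above the mean over all tested compounds plus 3 SD, cut at about 30% in these data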;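 further: inhibitors block probe labeling of enzyme so polarization drops; 0% = enzyme with DMSO and 100% = wells lacking PAFAH2 protein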
PAFAH1B3 inh: inhibitors of human PAFAH1B3; Q15102; recombinant PAFAH1B3, FP-rhodamine probe, fluorescence polarization; inhibition, % at 3.39 µM; 340,000 compounds, 0.28% hits; AID 492972;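 active means inhibition above the screen-wide average of all tested compounds plus 3 SD, cut at about 25% in these data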;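 further: 0% = enzyme with DMSO only and 100% = wells lacking PAFAH1B3 protein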
Target sequence (Q15102 whole entry, looked up): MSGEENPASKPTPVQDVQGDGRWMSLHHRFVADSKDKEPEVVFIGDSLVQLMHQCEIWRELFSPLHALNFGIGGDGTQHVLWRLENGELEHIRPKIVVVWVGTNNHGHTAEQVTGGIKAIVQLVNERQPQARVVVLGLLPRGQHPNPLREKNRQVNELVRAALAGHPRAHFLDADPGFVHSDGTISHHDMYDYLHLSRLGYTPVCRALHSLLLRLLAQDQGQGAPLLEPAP
LYPLA1 counter: counter-screen for PME1 inhibitors: inhibitors of human LYPLA1; O75608; recombinant LYPLA1, FP-Rh probe fluorescence polarization; inhibition, % at 5.9 µM; 320,000 compounds, 0.16% hits; AID 2174;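 active means inhibition above the mean of all tested compounds plus 3 SD, set per campaign, cut at about 14% in these data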;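 further: inhibitors block serine hydrolase probe labeling of LYPLA1 so polarization falls; 0% = enzyme with DMSO and 100% = wells lacking LYPLA1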
Target sequence (O75608 whole entry, looked up): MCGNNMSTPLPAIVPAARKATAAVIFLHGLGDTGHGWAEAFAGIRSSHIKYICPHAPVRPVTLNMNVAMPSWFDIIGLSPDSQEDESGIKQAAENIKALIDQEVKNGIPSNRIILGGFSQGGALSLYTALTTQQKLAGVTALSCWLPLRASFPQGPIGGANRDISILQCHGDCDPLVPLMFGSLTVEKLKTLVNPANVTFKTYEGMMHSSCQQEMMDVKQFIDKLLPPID
GSTO1 counter: GSTO1 inhibition, counter-screen for RBBP9 inhibitors; P78417; recombinant GSTO1, activity-based probe fluorescence polarization; inhibition, % at 5.96 µM; 300,000 compounds, 1.1% hits; AID 1974;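 active means inhibition above the campaign mean inhibition plus 3 SD, cut at about 35% in these data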;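 further: 0% = GSTO1-1 with DMSO and 100% = wells lacking GSTO1-1 enzyme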
Target sequence (P78417 whole entry, looked up): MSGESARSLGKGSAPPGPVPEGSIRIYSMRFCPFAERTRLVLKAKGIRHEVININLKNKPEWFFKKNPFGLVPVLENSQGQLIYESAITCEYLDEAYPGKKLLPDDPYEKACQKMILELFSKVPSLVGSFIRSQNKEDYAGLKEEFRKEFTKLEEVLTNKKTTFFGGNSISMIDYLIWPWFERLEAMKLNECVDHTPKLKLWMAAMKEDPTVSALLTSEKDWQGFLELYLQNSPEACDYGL
PAFAH1B2 inh: PAFAH1B2 (human) inhibition. 340,000 compounds, 1.2% hits. inhibition, % at 3.39 µM. P68402. recombinant PAFAH1B2, FP-rhodamine activity probe, fluorescence polarization. AID 492953;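 active means inhibition above the mean of all tested compounds plus 3 SD, cut at about 24% in these data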;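 further: 0% = enzyme with DMSO and 100% = wells lacking PAFAH1B2; many of its hits are not listed in these tables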
pPAFAH FP inh: inhibitors of human plasma PAF acetylhydrolase (pPAFAH); 330,000 compounds, 1.5% hits; recombinant pPAFAH, FP-rhodamine probe fluorescence polarization; inhibition, % at 3.39 µM;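 active means inhibition above the mean inhibition across the screen plus 3 SD, cut at about 25% in these data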;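 further: inhibitors block binding of the rhodamine activity-based probe so polarization drops; 0% = enzyme with DMSO and 100% = wells lacking pPAFAH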
LYPLA2 inh: LYPLA2 (human) inhibition in PME1 counter-screen | O95372 | recombinant LYPLA2, FP-Rh probe fluorescence polarization | inhibition, % at 5.9 µM | 320,000 compounds, 0.38% hits;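 active means inhibition above the screen-wide mean plus 3 SD, limit set per campaign, cut at about 26% in these data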;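 further: 0% = LYPLA2 with DMSO and 100% = wells lacking LYPLA2 enzyme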
Target sequence (O95372 whole entry, looked up): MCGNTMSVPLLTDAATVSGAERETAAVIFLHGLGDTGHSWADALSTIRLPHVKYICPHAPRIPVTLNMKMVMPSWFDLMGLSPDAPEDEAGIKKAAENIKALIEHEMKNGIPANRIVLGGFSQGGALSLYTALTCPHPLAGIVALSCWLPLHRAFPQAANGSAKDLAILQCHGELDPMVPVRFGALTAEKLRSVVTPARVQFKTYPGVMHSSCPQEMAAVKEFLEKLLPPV
PAD4 FP inh: PAD4 (human) enzyme inhibition; AID 485272; inhibition, % at 6.36 µM; recombinant PAD4, RCA probe fluorescence polarization; 330,000 compounds, 0.41% hits;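 active means percent inhibition above a cutoff equal to the mean of all tested compounds plus 3 SD, cut at about 15% in these data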;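 further: 0% = PAD4 with RCA probe and DMSO and 100% = probe without PAD4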
PREPL inhibitor: inhibits the human prolyl oligopeptidase-like enzyme. AID 2751. recombinant PREPL, fluorescence polarization activity-based probe. 320,000 compounds, 0.68% hits. inhibition, % at 5.96 µM. Q4J6C6; in the data active means inhibition above about 43%;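 further: 0% = enzyme with DMSO and 100% = wells lacking enzyme; many of its hits are not listed in these tables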
Active calls of the source: *; / = not tested or not shown; & = joins results of further samples. Not all compounds are listed, so the mix of outcomes need not match the whole.

SMILES	PAFAH2 FP inh	PAFAH1B3 inh	LYPLA1 counter	GSTO1 counter	PAFAH1B2 inh	pPAFAH FP inh	LYPLA2 inh	PAD4 FP inh	PREPL inhibitor
O=C(COC(=O)CNC(=O)c1sc2ccccc2c1Cl)Nc1c(Cl)cc(Cl)cc1Cl	-3	8	0	6	1	5	-1	-1	-14
Cc1ccc(S(=O)(=O)N(C)C)cc1NC(=O)COC(=O)c1ccc(Cl)cc1	35*	10	1	-3	6	6	-2	-2	16
CC(C)(C)c1cc(C(=O)NNC(=O)c2ccc(C(F)(F)F)cc2)no1	-5	-5	1	1	12	10	0	-5	6
Cc1cc(OC(C)C(=O)NCC2CCC(C(=O)O)CC2)c2c(C)c(C)c(=O)oc2c1 (stereo unspecified)	5	7	-2	-2	-4	4	-4	-4	1
COc1ccc(CCNC(=O)C2CCC(C(C)(C)C)CC2)cc1OC (stereo unspecified)	4	4	0	0	6	7	1	-2	8
O=C(Nc1nc2ccc(Cl)cc2s1)C1CC1	-1	7	-1	-6	-1	-1	-10	-1	-1
Cc1nnc(SCc2cnc(-c3ccc(C(C)C)cc3)s2)n1C	-8	6	7	7	6	11	3	0	11
COc1ccc(/C=N/Nc2nnc(-c3ncc[nH]3)c3ccccc23)cc1	5	3	-1	3	1	5	4	-1	11

SMILES	PAFAH2 FP inh	PAFAH1B3 inh	LYPLA1 counter	GSTO1 counter	PAFAH1B2 inh	pPAFAH FP inh	LYPLA2 inh	PAD4 FP inh	PREPL inhibitor
O=C(Cc1ccc(Cl)cc1)Nc1ccccc1CO	-7	-2	-1	-7	5	-3	-1	-5	-16
CC(=O)N1CSCC1C(=O)N1CCN(c2ccc(N3CCOCC3)nn2)CC1 (stereo unspecified)	-4	-1	0	10	-2	-8	-8	-1	8
C=CCn1cnc2scc(-c3ccc(C)cc3)c2c1=O	8	8	2	-9	9	4	3	2	10
CCOC(=O)C1CCN(C(=S)Nc2ccc(Cl)cc2C)CC1	2	7	4	0	-4	-1	11	-5	3
C=CCOC(=O)C1=C[C@H](c2ccc(Br)cc2)[C@@H](CCCO)[C@H](OCC)O1	3	5	-4	3	4	-3	2	-2	10
CCOc1ccc(CN(C(=O)c2ccco2)C2CCS(=O)(=O)C2)cc1 (stereo unspecified)	0	2	-3	4	-1	-1	2	6	-6
CCOc1ccc(-n2c(=O)[nH]cc(C(=O)Nc3ccc(OC)c(OC)c3)c2=O)cc1	-2	8	4	6	0	0	3	4	10
COc1ccc2c(CC(=O)OCC(=O)Nc3ccc4c(c3)OCO4)coc2c1	6	2	0	3	7	23	5	-5	13

SMILES	PAFAH2 FP inh	PAFAH1B3 inh	LYPLA1 counter	GSTO1 counter	PAFAH1B2 inh	pPAFAH FP inh	LYPLA2 inh	PAD4 FP inh	PREPL inhibitor
COc1ccc(OCC(=O)Nc2ccc(OC)c(S(=O)(=O)N3CCCCC3)c2)cc1	-3	1	-2	-6	2	4	1	3	1
O=C(NCc1ccccc1)c1onc(CSc2ccncc2)c1C(=O)NCc1ccccc1	1	4	1	0	-1	1	-2	1	-15
O=[N+]([O-])c1ccc(NCCNS(=O)(=O)c2ccccc2)cc1	5	7	-3	0	5	2	-3	1	-32
COc1ccc(/C=C(\C#N)C(=O)OC2CCOC2=O)cc1 (stereo unspecified)	2	6	-3	-1	3	7	1	4	0
COc1ccc(CCN2CC(C(=O)NCCc3cnn(C)c3)CCC2=O)cc1 (stereo unspecified)	6	-6	2	-20	-6	0	4	-5	19
Nc1nc2c(ncn2[C@H]2C[C@H](O)[C@@H](CO)O2)c(=O)[nH]1	5	3	0	-3	3	5	-1	-3	3
Cc1cccc(-c2nc3ccccc3c3nncn23)c1	159*	-1	0	-2	-1	-6	-5	1	1
CN1CCC(Oc2ccccc2Sc2ccccc2)CC1	-7	-6	1	6	-2	2	2	0	-1

SMILES	PAFAH2 FP inh	PAFAH1B3 inh	LYPLA1 counter	GSTO1 counter	PAFAH1B2 inh	pPAFAH FP inh	LYPLA2 inh	PAD4 FP inh	PREPL inhibitor
CCOC(=O)C1=C(COC(=O)/C=C/c2ccc(OC)cc2OC)NC(=O)NC1C (stereo unspecified)	2	1	-11	10	3	-1	-3	1	2
O=S(=O)(NCc1ccccc1F)c1cccc(S(=O)(=O)N2CCOCC2)c1	9	10	2	-1	13	9	-1	0	2
O=C(O)COc1ccccc1C1C2C(=O)N(c3ccccc3)C(=O)C2ON1c1ccccc1 (stereo unspecified)	8	-4	-1	5	6	9	7	1	-7
O=C(CSc1nc(-c2ccco2)cc(C(F)(F)F)n1)N1CCN(c2cccc(Cl)c2)CC1	-5	1	-10	3	0	0	-10	4	20
O=C(CSc1nc(C(F)(F)F)cc(=O)[nH]1)NCc1ccc2c(c1)OCO2	1	4	3	4	3	-1	-2	-2	5
COc1ccc(CC(=O)Oc2ccc(F)c(F)c2)cc1S(=O)(=O)N1CCOCC1	2	-4	5	8	-1	-2	7	0	5
COc1ccc(CC(=O)NNC(=O)c2cccs2)cc1	1	1	0	24	-1	4	5	5	8
O=C(CCCN1C(=O)c2cccc3cccc(c23)C1=O)NCc1cccs1	5	-2	-5	4	9	0	-7	-2	-16

SMILES	PAFAH2 FP inh	PAFAH1B3 inh	LYPLA1 counter	GSTO1 counter	PAFAH1B2 inh	pPAFAH FP inh	LYPLA2 inh	PAD4 FP inh	PREPL inhibitor
Cn1nnnc1SCc1nc2scc(-c3ccc(Cl)cc3)c2c(=O)[nH]1	-8	-6	-3	0	-5	16	-2	-7	2
C[C@]12CC[C@@H]3c4ccc(OS(=O)(=O)O)cc4CC[C@H]3[C@@H]1CCC2=O	0&8	1&2	-3&0&-2	3&5&-1	13&8	-1&2&3	0&-2&1	-3&-2&-1	2&-1&-5
C/C(=N\NC(=O)CSc1nc2ccccc2[nH]1)c1ccncc1	4	5	-2	1	1	3	2	1	-7
COc1ccc(C(=O)N2CCCC2(C#N)c2ccccc2)cc1[N+](=O)[O-] (stereo unspecified)	4	-3	1	-6	6	4	3	-9	-1
O=C1C2CCCN2C(=O)N1CCCCN1CCN(c2ccccc2)CC1 (stereo unspecified)	-108	3	-2	-1	3	9	-4	1	4
CC1(C)Cc2nc3scc(NC(=O)c4ccccc4)c3cc2CO1	/	/	-3	2	/	1	-1	3	9
CCN(C1CCCCC1)S(=O)(=O)CCNC(=O)c1ccccc1	2	9	6	2	7	23	1	-4	0
COc1ccc(OC)c(C2CC(=O)N3CN(c4ccc(C)c(Cl)c4)CSC3=C2C#N)c1 (stereo unspecified)	4	4	-1	-3	22	0	1	-3	12

SMILES	PAFAH2 FP inh	PAFAH1B3 inh	LYPLA1 counter	GSTO1 counter	PAFAH1B2 inh	pPAFAH FP inh	LYPLA2 inh	PAD4 FP inh	PREPL inhibitor
O=C(NCc1nc2ccccc2[nH]1)C1=C[C@H](c2ccc(C(F)(F)F)cc2)C[C@H](OCCCCO)O1	-3	-1	-4	-1	-2	0	-2	0	-1
COc1ccc(CN2C(=O)c3ccccc3C2=O)cc1	3	-1	-2	3	5	5	1	-1	0
C=CCc1cc(C=O)cc(OC)c1OCc1ccc(C(=O)O)cc1	2	-2	-3	-4	-2	3	3	3	12
O=C(NCCCN1CCOCC1)C(=O)NCc1ccco1	-9	9	-2	-5	-1	3	-4	1	3
Cc1nn(CC(=O)N2CCN(Cc3ccccc3)CC2)c(=O)c2ccccc12	7	1	-5	3	2	3	5	1	-3
NC(=O)c1ccc(NC(=O)CCN=C2NS(=O)(=O)c3ccccc32)cc1	-5	7	4	-5	5	3	7	-4	1
Cc1c(Cl)cccc1NC(=O)NCc1ccccn1	-6	8	5	3	4	0	0	5	1
COc1cc(/C=N/NC(=S)Nc2cccc(C(=O)O)c2)ccc1O	2	8	-1	10	0	2	-2	-1	5

SMILES	PAFAH2 FP inh	PAFAH1B3 inh	LYPLA1 counter	GSTO1 counter	PAFAH1B2 inh	pPAFAH FP inh	LYPLA2 inh	PAD4 FP inh	PREPL inhibitor
C=CCn1c(SCC(=O)N(CCOC)c2c(N)n(CCCC)c(=O)[nH]c2=O)nnc1-c1ccc(Cl)cc1	5	1	3	2	-4	6	5	-1	0
O=C(CNS(=O)(=O)c1ccc(Br)s1)N1CCCC1	6	-2	3	2	16	1	3	-2	13
O=C(c1ccc2c(=O)n(Cc3ccco3)c(=S)[nH]c2c1)N1CCN(Cc2ccccc2)CC1	20	4	-1	-2	-15	1	3	4	4
CC1C(Br)C(=O)NC(=O)N1Cc1ccccc1 (stereo unspecified)	2	-2	4	-7	2	1	-4	1	29
O=C(c1ccc(S(=O)(=O)Nc2ccccc2Cl)cc1)N1CCOCC1	5	2	-1	7	3	4	0	-2	-2
O=C(NCc1ccco1)Oc1ccccc1	-8	-5	-2	-4	-1	3	1	-2	0
CC(NC(=O)NC(N)=O)(C(F)(F)F)C(F)(F)F	5	6	-3	6	-2	4	1	0	8
CCN(Cc1ccncc1)Cc1ccc(OC)c(OC)c1	4	7	1	3	3	-2	4	-6	16

SMILES	PAFAH2 FP inh	PAFAH1B3 inh	LYPLA1 counter	GSTO1 counter	PAFAH1B2 inh	pPAFAH FP inh	LYPLA2 inh	PAD4 FP inh	PREPL inhibitor
CN1C(=O)CC(Sc2ccccc2C(=O)O)C1=O (stereo unspecified)	-2	7	-2	7	1	10	4	1	12
CCc1cc(C(=O)N2CCCc3ccccc32)sc1C	4	10	1	-4	10	-4	3	-1	2
COc1ccc(Cl)cc1NC(=O)CSc1nc(NS(=O)(=O)c2ccc(C)cc2)cc(=O)[nH]1	-11	-1	-1	0	0	5	-1	6	-11
O=C(CSC1=NS(=O)(=O)c2cc(F)ccc2N1)NCc1ccccc1Cl	-6	1	1	-1	5	-3	-2	1	-3
CC(C)[C@H](NC(=O)c1ccccc1Cl)C(=O)OCC(=O)N1CCCCC1	-5	-5	/	/	-3	3	/	-2	14
COc1ccc(/C=C2\N=C(C)N(c3ccc(C(=O)O)cc3)C2=O)cc1OC	-7	12	-3	1	3	2	-8	-3	0
COc1ccc(/C=C(\NC(=O)c2ccc(C)cc2)C(=O)Nc2ccc(C(=O)O)cc2)cc1	-2	6	0	1	-1	2	-1	-8	-6
CN1CC(=O)N/C1=N\C(=O)Nc1ccc2c(c1)N(C)C(=O)CS2	-9	1	1	0	3	9	6	3	9
CC(C)CNC(=O)COC(=O)c1ccc2c(c1)C(=O)N(Cc1ccco1)C2=O	5	0	-2	4	0	27*	-3	-7	-3
CCOC(=O)c1[nH]c(C)c(C(=O)Nc2ccc(C)c(Cl)c2)c1C	-12	-2	-6	3	-2	-8	-2	4	14
